From PubChem
HIF-2a inh: blocks HIF-2a reporter activity. 786-0 RCC cells HIF-2a reporter, luciferase luminescence, overnight. inhibition, % at 18.8 µM. 360,000 compounds, 0.72% hits. AID 624352;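 active means inhibition of the luminescence signal of 40% or more relative to plate controls, in a single-dose primary screen at 18.75 µM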
CF NFkB block: blocks PAF-induced NF-kB reporter in cystic fibrosis cells; KKLEB NF-kB-GFP reporter, GFP fluorescence overnight; inhibition, % at 5 µM; 360,000 compounds, 0.86% hits; AID 588850;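 active means at least 50% inhibition at 5 µM, scaled per plate between neutral and stimulator controls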;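 further: PAF is a Pseudomonas aeruginosa culture filtrate used as stimulus; plate controls were PAF-stimulated DMSO wells for no effect and unstimulated DMSO wells for full effect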
PDI inh: inhibitors of human protein disulfide isomerase; PDI insulin aggregation turbidity, A650, 90 min; 350,000 compounds, 0.052% hits; inhibition, % at 10 µM;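 active means mean inhibition across replicates of 30% or more, whatever share of single replicates reach that level; inconclusive means mean inhibition below 30% while every single replicate reaches 30%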;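 further: absorbance from insulin aggregation driven by PDI reduction with DTT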
Target sequence (P07237 whole entry, looked up): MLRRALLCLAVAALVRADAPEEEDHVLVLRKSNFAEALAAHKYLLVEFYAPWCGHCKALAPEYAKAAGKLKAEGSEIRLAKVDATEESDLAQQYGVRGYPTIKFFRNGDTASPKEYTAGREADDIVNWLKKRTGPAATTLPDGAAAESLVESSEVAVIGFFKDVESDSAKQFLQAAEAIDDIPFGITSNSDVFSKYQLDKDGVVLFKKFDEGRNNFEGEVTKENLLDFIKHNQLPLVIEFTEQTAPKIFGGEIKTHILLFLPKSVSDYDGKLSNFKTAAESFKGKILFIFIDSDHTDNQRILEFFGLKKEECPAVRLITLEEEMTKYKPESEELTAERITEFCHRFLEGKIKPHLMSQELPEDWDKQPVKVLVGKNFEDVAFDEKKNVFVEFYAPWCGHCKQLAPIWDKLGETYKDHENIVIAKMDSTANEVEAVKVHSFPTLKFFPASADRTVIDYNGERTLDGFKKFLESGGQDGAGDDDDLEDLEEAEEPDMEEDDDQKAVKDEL
NR2E3 ag-1: agonists of human NR2E3 nuclear receptor. CHO-S Gal4-NCOR/VP16-NR2E3 two-hybrid, luciferase. inhibition of corepressor binding, % at 3.98 µM. 360,000 compounds, 0.35% hits. AID 602229;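 active means inhibition above the mean of all tested compounds plus 3 SD, cut at about 70% in these data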;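 further: 0% = DMSO with NR2E3 transfected cells and 100% = cells lacking NR2E3 construct; higher means lower luciferase signal from less NR2E3 corepressor binding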
Target sequence (Q9Y5X4 whole entry, looked up, the tested form may be a part): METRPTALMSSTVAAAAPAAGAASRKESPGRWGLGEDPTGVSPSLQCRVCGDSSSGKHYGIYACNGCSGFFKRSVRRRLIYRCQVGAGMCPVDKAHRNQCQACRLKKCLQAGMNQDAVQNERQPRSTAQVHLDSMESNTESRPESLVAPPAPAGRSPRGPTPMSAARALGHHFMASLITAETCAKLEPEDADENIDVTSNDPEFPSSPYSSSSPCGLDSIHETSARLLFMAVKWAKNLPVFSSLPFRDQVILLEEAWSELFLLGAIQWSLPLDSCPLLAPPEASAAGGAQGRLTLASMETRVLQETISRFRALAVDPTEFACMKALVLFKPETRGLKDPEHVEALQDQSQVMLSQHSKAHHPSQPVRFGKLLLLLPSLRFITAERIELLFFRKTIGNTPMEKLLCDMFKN
KKLEB cytotox: CF airway cell cytotoxicity counter-screen; KKLEB CF airway cells viability, ATPlite luminescence, overnight; active compounds read low; cells stimulated with P. aeruginosa culture filtrate; activity change (cytotoxicity), % at 5 µM; 360,000 compounds, 0.36% hits; AID 602141;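 active means corrected activity change at or below -50% at 5 µM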
Shn3 3UTR inh: inhibitors of Schnurri-3 3'UTR reporter in osteoblasts; inhibition, % at 12.5 µM; AID 588674; Clone20 osteoblast Shn3 3'UTR firefly luciferase, 24 h; 360,000 compounds, 0.52% hits;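 active means mean inhibition of at least 75% with every replicate also reaching 75%; inconclusive means mean inhibition at least 75% but some replicate below; inactive means mean inhibition below 75%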;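 further: 0% = median of neutral control wells and 100% = pilot-screen positive control compound; some compounds past the cut are filed as inactive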
NR2E3 ag-2: activates human photoreceptor nuclear receptor NR2E3 | Q9Y5X4 | GST-NR2E3/biotin-RetCOR TR-FRET, 1536-well | inhibition of corepressor binding, % at 4.78 µM | 320,000 compounds, 0.12% hits | AID 2300;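 active means percent inhibition above the cutoff of mean plus 3 SD of all tested compounds, set per screening campaign, cut at about 20% in these data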;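 further: 0% = DMSO wells and 100% = biotin wells as full block of FRET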
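System: GST-tagged NR2E3 plus biotinylated RetCOR corepressor; Amount: 1.35 nM GST-tagged NR2E3 final; Dosing: single nominal compound dose of 4.8 µM; Schedule: 5 h incubation at 4 °C; Technique: TR-FRET with europium anti-GST and streptavidin-D2, 340 nm excitation; Controls: biotin wells as high control, 0.6% DMSO wells as low control.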
CaV13 FRET inh: Disruptors of the CACNA1D IQ motif to Ca2+-dependent inactivation inhibitor domain association, primary screening, Förster resonance energy transfer in intact living …; 340,000 compounds, 0.098% hits; inhibition, % at 12.3 µM; HEK cells, CFP/YFP FRET ICDI-IQ, plate reader, 10 min; percent FRET-ratio fall versus neutral wells; AID 743397;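 active means mean replicate inhibition of at least 30% and at least 1% of replicates passing that level; inconclusive means only one of the two criteria is met; inactive means neither criterion is met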;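 further: 0% = median of the neutral control wells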
Peg3 promoter: Peg3 promoter activity inhibition; HeLa PEG-Prom luciferase reporter, luminescence, overnight; 360,000 compounds, 1.7% hits; inhibition, % at 20 µM;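 active means inhibition of at least 50% at 20 µM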
MITF TRPM1 inh: inhibitors of MITF-driven TRPM1 promoter in melanoma cells | SK-MEL-5 TRPM1 promoter luciferase, 24 h | inhibition, % at 12.5 µM | 330,000 compounds, 0.83% hits;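 active means mean inhibition across replicates of 60% or more, whatever share of single replicates reaches that level; inconclusive means some that reach 60%, reason not given; inactive means mean inhibition across replicates below 60%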; further: values of inactives mirror those of a sister screen read the other way
Vif imaging: HIV Vif inhibition | HEK293T cells, Vif self-association by quenched fluorescence, imaging, 24 h | inhibition, % at 7.49 µM | 340,000 compounds, 0.35% hits; in the data active means inhibition above about 50%, passing the limit was not always enough; inconclusive means no clear call, values can overlap the other calls; inactive means below about 31%; further: some results filed as inactive read as strong as hits
The depositor's hits bear a star; u = inconclusive; x = not tested or not shown.

1	Cc1nc(NCCCN2CCOCC2)c2oc3ccccc3c2n1
2	Cc1nc2cc(C(=O)N3c4ccccc4CC3C)ccc2s1 (configuration not stated)
3	Cc1nc2ccccc2c2c1C(=O)N(c1ccc(C(=O)O)cc1)C2=O
4	Nc1c(-c2ccccc2)cnn1-c1cccc(C(F)(F)F)c1
5	C/C=C/CSc1nc2c(c(=O)[nH]c(=O)n2C)n1Cc1ccc(C)cc1
6	COCCn1c(C(C)C)nc2ccccc21
7	O=[N+]([O-])c1cccc(S(=O)(=O)Nc2ccc(S(=O)(=O)N3CCCC3)cc2)c1
8	O=C(Cc1c(F)cccc1Cl)Nc1ncc([N+](=O)[O-])s1
assay / compound	1	2	3	4	5	6	7	8
MITF TRPM1 inh	-6	15	6	-61	1	7	-16	-40
KKLEB cytotox	7	-9	2	-5	-21	-3	-5	7
Shn3 3UTR inh	5	-15	-5	-55	23	-1	-49	-61
PDI inh	20	4	-4	-6	x	8	-5	-10
Peg3 promoter	-3	-4	15	-317	-2	13	15	-135
CaV13 FRET inh	x	2	1	x	5	-1	-6	1
CF NFkB block	-13	19	0	12	12	12	15	36
NR2E3 ag-1	-21	-27	-28	-83	8	6	-3	-95
Vif imaging	1	9	-1	3	-2	15	-2	-17
NR2E3 ag-2	3	-1	3	1	4	-1	3	-1
HIF-2a inh	1	-4	7	-236	-1	23	12	-210

9	COc1ccc(N2CSC3=C(C#N)C(c4cc(OC)ccc4OC)CC(=O)N3C2)c(OC)c1 (configuration not stated)
10	N#Cc1c(NC(=S)NC(=O)c2ccccc2)sc2c1CCC2
11	Cc1c(Cl)cccc1NC(=O)CCC(=O)c1cccs1
12	O=C(COc1ccc2c3c(c(=O)oc2c1)CCC3)N1CCN(c2ccc(F)cc2)CC1
13	COC(=O)c1[nH]c2ccccc2c1NC(=O)c1c(F)cccc1F
14	COC(=O)c1cc(Br)c(=O)n(CC(C)C)c1
15	Cc1cccc(NC(=O)c2ccc(Cl)c(S(=O)(=O)N3CCCCC3)c2)n1
16	CCCCCC(=O)N1C[C@H](n2cc(-c3ccc(F)cc3)nn2)[C@@H](O)C[C@@H]1c1ccc(C)cc1
assay / compound	9	10	11	12	13	14	15	16
MITF TRPM1 inh	11	-36	13	-8	7	0	-27	x
KKLEB cytotox	-6	6	-2	-6	-15	-1	4	10
Shn3 3UTR inh	5	-52	-4	-3	7	-6	-15	17
PDI inh	x	3	-1	9	1	-5	-7	1
Peg3 promoter	-3	-184	1	7	11	10	-69	15
CaV13 FRET inh	x	-2	-2	-3	-12	-6	-2	-6
CF NFkB block	-18	-33	8	-24	9	10	-2	-13
NR2E3 ag-1	-44	-63	-42	-21	5	7	-28	2
Vif imaging	7	-6	6	-1	-9	u	-21	-2
NR2E3 ag-2	0	-1	0	-2	0	4	2	x
HIF-2a inh	-6	-252	-17	-4	8	10	-83	11

17	O=C(COC(=O)/C=C/c1ccccc1)NC1CCCCCC1
18	CCn1cc(C(=O)NCCCN2CCN(C)CC2)c(=O)c2cc(S(=O)(=O)N3CCc4ccccc4C3)ccc21
19	COc1ccc(OC)c(S(=O)(=O)Nc2cnc3ccccc3c2)c1
20	C/C(=N\NC(N)=S)C12CC3CC(CC(C3)C1)C2
21	COc1ccc2cc(C(=O)N3CCN(Cc4ccc5c(c4)OCO5)CC3)[nH]c2c1
22	O=c1[nH]c(N2CCN(c3ccccc3)CC2)nc2c1CCC2
23	CCC(C)(C)n1nnnc1C(c1ccccc1OC)N1CCSCC1 (configuration not stated)
24	COC(=O)C1(C(=O)OC)C2C(=O)C3C(C21)C3(C(=O)OC(C)(C)C)C(=O)OC(C)(C)C (configuration not stated)
assay / compound	17	18	19	20	21	22	23	24
MITF TRPM1 inh	-7	-2	1	11	7	-4	-2	x
KKLEB cytotox	-11	-1	-9	2	-5	2	8	3
Shn3 3UTR inh	-1	44	4	-2	12	7	-3	6
PDI inh	-1	-6	-1	2	-8	2	4	-4
Peg3 promoter	-17	6	8	12	-23	14	13	0
CaV13 FRET inh	-5	-2	-8	x	-6	0	-8	-10
CF NFkB block	16	12	-2	-17	8	-3	-11	-6
NR2E3 ag-1	-7	5	-19	-29	-13	-32	-27	-14
Vif imaging	5	3	0	-2	u	-5	x	x
NR2E3 ag-2	x	2	0	1	0	0	2	x
HIF-2a inh	-4	15	2	-3	-37	6	8	-1

25	CC1CCN(C(=O)COC(=O)CCC(=O)c2ccc(F)cc2)CC1
26	CC1(c2ccccc2)NC(=O)N(CC(=O)N2CCN(S(=O)(=O)c3c(F)cccc3F)CC2)C1=O (configuration not stated)
27	CCCCN(C(=O)Cc1coc2cc(C)c(C)cc12)c1c(N)n(Cc2ccccc2)c(=O)[nH]c1=O
28	CCOC(=O)c1c(C)[nH]c(C(=O)OC(C)C(=O)NC2(C#N)CCCCC2)c1C (configuration not stated)
29	COc1ccc(-c2cc3nc(C)c(CCC(=O)NCc4ccco4)c(C)n3n2)c(OC)c1
30	CC(C)Cn1nc(C(=O)Nc2nnc(C3CC3)s2)c2ccccc2c1=O
31	O=C(Nc1ncc(Cc2cccc([N+](=O)[O-])c2)s1)c1ccco1
32	Cc1cc(C)c(NC(=O)COc2ccc(-n3cnnn3)cc2)c(C)c1
assay / compound	25	26	27	28	29	30	31	32
MITF TRPM1 inh	x	-8	-6	x	-6	6	-47	-11
KKLEB cytotox	-3	-4	2	-8	-17	-4	9	12
Shn3 3UTR inh	-12	1	15	15	12	0	-38	7
PDI inh	4	1	-7	-12	-3	1	10	-2
Peg3 promoter	-2	-10	25	0	-70	7	-193	2
CaV13 FRET inh	-11	-7	-2	-4	-4	-4	-5	-3
CF NFkB block	6	-1	11	6	5	-18	-7	-51
NR2E3 ag-1	1	-32	2	14	-5	-10	8	2
Vif imaging	22	6	x	-9	-14	-4	7	-8
NR2E3 ag-2	x	x	-2	x	3	4	-3	2
HIF-2a inh	16	7	9	21	2	-13	-73	18

33	CCn1c(/C=C/N(C)c2ccccc2)[n+](CC)c2ccc(Cl)cc21
34	O=C1CSC(c2ccccn2)N1c1ccccc1F (configuration not stated)
35	O=C1CCC(C(=O)N(CCO)Cc2ccccc2)CN1CCc1cccc(F)c1 (configuration not stated)
36	Cc1csc(=O)n1CC(=O)OCC(=O)NC(C)c1ccc(F)cc1 (configuration not stated)
37	CCN1C(=O)CSC1=Nc1ccccc1Cl
38	CC(=O)c1cccc(Nc2ccc(Br)cc2)c1
39	COc1ccc(NS(=O)(=O)c2ccc(OCC(=O)N3CCCC3)cc2)cc1
40	Cc1ccccc1NC1C=CS(=O)(=O)C1 (configuration not stated)
assay / compound	33	34	35	36	37	38	39	40
MITF TRPM1 inh	65*	5	x	0	3	x	7	-9
KKLEB cytotox	-8	-4	10	5	-4	2	2	-9
Shn3 3UTR inh	73	3	13	-8	11	-70	5	12
PDI inh	-2	0	-2	4	14	x	-4	0
Peg3 promoter	14	-1	-4	16	9	-354	7	0
CaV13 FRET inh	-5	-2	-5	-5	-4	-11	-8	-5
CF NFkB block	0	12	2	-4	-1	9	-5	-5
NR2E3 ag-1	-8	-31	-19	-18	-33	-103	-8	-13
Vif imaging	x	-4	-4	4	-4	4	-1	5
NR2E3 ag-2	1	0	x	2	x	x	1	2
HIF-2a inh	-4	14	6	6	16	-294	25	8

41	COc1ccc(OC)c(/C=C/C(=O)Nc2cccc(S(=O)(=O)N3CCCC3)c2)c1
42	CC(NC(=O)NCc1cccnc1)(C(F)(F)F)C(F)(F)F
43	Fc1ccc(-c2nnc3ccccn23)cc1
44	CC(=O)NC12CC3CC(C1)CC(C(=O)N1CCN(S(=O)(=O)c4cccc(C(F)(F)F)c4)CC1)(C3)C2
assay / compound	41	42	43	44
MITF TRPM1 inh	-1	-5	2	-1
KKLEB cytotox	-7	-2	7	12
Shn3 3UTR inh	15	-4	8	-5
PDI inh	22	-3	-7	0
Peg3 promoter	24	0	2	12
CaV13 FRET inh	-5	x	-17	-4
CF NFkB block	-10	6	-12	-21
NR2E3 ag-1	12	22	10	23
Vif imaging	-5	x	6	-10
NR2E3 ag-2	1	3	x	-4
HIF-2a inh	-1	13	14	4

Quoted from above: nos. 29–41
29	COc1ccc(-c2cc3nc(C)c(CCC(=O)NCc4ccco4)c(C)n3n2)c(OC)c1
30	CC(C)Cn1nc(C(=O)Nc2nnc(C3CC3)s2)c2ccccc2c1=O
31	O=C(Nc1ncc(Cc2cccc([N+](=O)[O-])c2)s1)c1ccco1
32	Cc1cc(C)c(NC(=O)COc2ccc(-n3cnnn3)cc2)c(C)c1
33	CCn1c(/C=C/N(C)c2ccccc2)[n+](CC)c2ccc(Cl)cc21
34	O=C1CSC(c2ccccn2)N1c1ccccc1F (configuration not stated)
35	O=C1CCC(C(=O)N(CCO)Cc2ccccc2)CN1CCc1cccc(F)c1 (configuration not stated)
36	Cc1csc(=O)n1CC(=O)OCC(=O)NC(C)c1ccc(F)cc1 (configuration not stated)
37	CCN1C(=O)CSC1=Nc1ccccc1Cl
38	CC(=O)c1cccc(Nc2ccc(Br)cc2)c1
assay / compound	29	30	31	32	33	34	35	36	37	38
MITF TRPM1 inh	-6	6	-47	-11	65*	5	x	0	3	x
KKLEB cytotox	-17	-4	9	12	-8	-4	10	5	-4	2
Shn3 3UTR inh	12	0	-38	7	73	3	13	-8	11	-70
PDI inh	-3	1	10	-2	-2	0	-2	4	14	x
Peg3 promoter	-70	7	-193	2	14	-1	-4	16	9	-354
CaV13 FRET inh	-4	-4	-5	-3	-5	-2	-5	-5	-4	-11
CF NFkB block	5	-18	-7	-51	0	12	2	-4	-1	9
NR2E3 ag-1	-5	-10	8	2	-8	-31	-19	-18	-33	-103
Vif imaging	-14	-4	7	-8	x	-4	-4	4	-4	4
NR2E3 ag-2	3	4	-3	2	1	0	x	2	x	x
HIF-2a inh	2	-13	-73	18	-4	14	6	6	16	-294

39	COc1ccc(NS(=O)(=O)c2ccc(OCC(=O)N3CCCC3)cc2)cc1
40	Cc1ccccc1NC1C=CS(=O)(=O)C1 (configuration not stated)
41	COc1ccc(OC)c(/C=C/C(=O)Nc2cccc(S(=O)(=O)N3CCCC3)c2)c1
assay / compound	39	40	41
MITF TRPM1 inh	7	-9	-1
KKLEB cytotox	2	-9	-7
Shn3 3UTR inh	5	12	15
PDI inh	-4	0	22
Peg3 promoter	7	0	24
CaV13 FRET inh	-8	-5	-5
CF NFkB block	-5	-5	-10
NR2E3 ag-1	-8	-13	12
Vif imaging	-1	5	-5
NR2E3 ag-2	1	2	1
HIF-2a inh	25	8	-1
